PfGluPho inh: PfG6PD (Plasmodium falciparum) enzyme inhibition; PfGluPho enzyme, NADPH resazurin-diaphorase fluorescence; inhibition, % at 20 µM; actives 0.78% (n = 350,000); AID 504690;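 active = inhibition reaching at least a set limit at 20 µM in the primary screen, cut at about 59% in these data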;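 note: 0% = DMSO wells with substrate and 100% = DMSO wells lacking glucose-6-phosphate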
SENP8 inh: inhibitors of human SENP8 protease; Q96LD8; recombinant SENP8, Nedd8 substrate fluorescence; inhibition, % at 20 µM; actives 0.64% (n = 360,000); in the data active = inhibition mostly above about 40%, no sharp cut-off; inactive = mostly below about 27%
ATG4B inhibitor: ATG4B (human) cysteine protease inhibition | AID 504462 | Q9Y4P1 | ATG4B cleavage of LC3-PLA2, NBD-HPC fluorescence, 1 h | inhibition, % at 8.33 µM | actives 0.51% (n = 340,000); in the data active = inhibition above about 40%
MPTP block: inhibitors of mitochondrial permeability transition pore; actives 1.4% (n = 360,000); inhibition, % at 10 µM; isolated mouse mitochondria, Ca2+ swelling absorbance, 30 min;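 active = inhibition of 50% or more, scaled per plate between neutral and stimulator controls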;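 note: 0% = DMSO wells given calcium and 100% = 1 mM EGTA wells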
SENP7 block: blocks the human protease SENP7. Q9BQF6. recombinant SENP7, Z-RLRGG-aminoluciferin luminescence, 40 min. inhibition, % at 5 µM. actives 1.5% (n = 330,000);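 active = inhibition above about 50% at the single test dose, limit read from the data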;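 note: plate controls were DMSO with enzyme for no effect and no enzyme buffer wells for full effect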
Target sequence (Q9BQF6 706-1050 limits assumed): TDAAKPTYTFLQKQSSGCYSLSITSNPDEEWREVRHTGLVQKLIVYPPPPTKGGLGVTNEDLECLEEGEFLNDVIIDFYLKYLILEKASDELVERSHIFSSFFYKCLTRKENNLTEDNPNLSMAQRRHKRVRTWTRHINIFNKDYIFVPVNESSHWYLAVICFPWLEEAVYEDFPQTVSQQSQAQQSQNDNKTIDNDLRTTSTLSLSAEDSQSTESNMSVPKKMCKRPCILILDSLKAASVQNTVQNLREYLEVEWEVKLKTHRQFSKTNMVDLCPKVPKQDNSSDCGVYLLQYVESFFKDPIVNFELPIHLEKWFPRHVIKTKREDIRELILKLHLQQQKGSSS
SENP6 inh: blocks the human protease SENP6; actives 1.8% (n = 330,000); Q9GZR1; AID 2599; Recombinant SENP6 catalytic domain, aminoluciferin luminescence; inhibition, % at 10 µM;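 active = inhibition above about 50% at the single tested dose, limit read from the data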;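 note: plate controls were DMSO wells with enzyme for no effect and DMSO wells lacking enzyme for full effect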
Target sequence (Q9GZR1 628-1112 limits assumed): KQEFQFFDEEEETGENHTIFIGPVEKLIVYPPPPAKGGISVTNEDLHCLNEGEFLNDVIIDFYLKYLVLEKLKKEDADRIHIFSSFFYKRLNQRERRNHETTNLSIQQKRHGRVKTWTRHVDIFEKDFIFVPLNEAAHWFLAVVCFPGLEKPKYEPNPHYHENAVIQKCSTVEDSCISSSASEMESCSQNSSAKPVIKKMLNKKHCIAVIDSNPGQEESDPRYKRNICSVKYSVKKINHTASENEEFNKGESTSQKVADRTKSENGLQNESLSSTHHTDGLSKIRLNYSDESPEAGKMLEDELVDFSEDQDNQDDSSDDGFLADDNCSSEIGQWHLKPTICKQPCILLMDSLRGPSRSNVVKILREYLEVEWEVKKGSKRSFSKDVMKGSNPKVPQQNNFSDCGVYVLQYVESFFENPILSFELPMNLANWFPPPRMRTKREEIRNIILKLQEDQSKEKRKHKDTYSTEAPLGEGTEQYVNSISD
NR3A LBD binder: modulates the human NR3A ligand-binding domain; actives 2.5% (n = 340,000); NR3A LBD differential scanning fluorimetry, Tm shift; 0% = protein alone, 100% = glycine-bound protein; Tm shift relative to glycine control, % at 25 µM; AID 1259313;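 active = melting temperature shift of at least 10% of the positive control shift, at one fixed dose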
HKDC1 inhibitor: HKDC1 (human) hexokinase inhibition. actives 0.16% (n = 340,000). inhibition, % at 20 µM. recombinant HKDC1, G6PDH/diaphorase resazurin coupled fluorescence. AID 493160;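 active = inhibition above about 35% when tested at 20 µM, limit read from the data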;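 note: plate controls were DMSO wells with enzyme for no effect and DMSO wells lacking enzyme for full effect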
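System: Recombinant HKDC1 hexokinase | Amount: HKDC1 at 5 µg/mL | Reagent: Glucose with 1 mM ATP | Doses: Single 20 µM dose | Incubation: Reaction time 90 min, room temperature, protected from light | Signal: Coupled resazurin fluorescence, excitation 525 nm, emission 613 nm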
* marks the source's active call; other numbers are inactive results; · = not tested or not shown.

SMILES	PfGluPho inh	SENP8 inh	ATG4B inhibitor	MPTP block	SENP7 block	SENP6 inh	NR3A LBD binder	HKDC1 inhibitor
Cc1nc(Nc2cccc(C(C)O)c2)c2nnn(Cc3ccc(F)cc3)c2n1 (stereo not drawn)	13	-45	-47	-0.1	0	13	-1	-3
Cc1ccc(CCC(=O)Nc2ncc(Cc3cccc(Cl)c3Cl)s2)o1	4	4	-6	1.0	-6	-10	-1	-11
O=C(C1CC1)N1CCN(c2ccnc3cc(Cl)ccc23)CC1	9	-40	1	1.8	5	16	-3	-9
Cc1ccc(Cl)cc1NC(=S)N(CCN(C)C)C(C)c1ccccn1 (stereo not drawn)	7	24	-6	1.9	-1	-9	0	-5
O=C(CSc1ncccn1)N/N=C/c1cccc([N+](=O)[O-])c1	20	12	-4	-0.7	0	-3	2	6
COc1ccc(Nc2ncc(C(=O)N3CCN(c4ccccc4OC)CC3)c3ccccc23)cc1	22	-58	-15	4.7	4	-7	-5	3
CN1CCN(C(=O)C2=C[C@H](c3csc4ccccc34)C[C@H](OCCCCO)O2)CC1	-3	7	-4	0.3	-22	-17	-7	3
O=C(OCC#CCSc1nc2ccccc2o1)c1cc2ccccc2o1	4	28	4	-2.5	1	-11	0	-4
O=C(c1ccc(S(=O)(=O)N2CCOCC2)cc1)N(c1ccccn1)C1CCCCC1	-3	17	5	0.9	0	-2	-1	-5
Cc1cc(C)cc(NS(=O)(=O)c2c(C(=O)N3CCCCCC3)c(C)n(C)c2C)c1	11	12	-8	-0.8	6	12	0	1
COc1cc(/C=C/C(=O)OCC(=O)Nc2sc3c(c2C#N)CCC(C)C3)ccc1OCC#N (stereo not drawn)	-6	-129	-2	0.7	5	1	1	-6
Cc1c([C@H]2[C@@H](CC#N)C2(C)C)c2ccccc2n1C	-13	12	-3	-1.9	7	-1	1	7
O=C(N/N=C/c1c(Cl)cccc1Cl)C(=O)NC1CC1	-8	15	1	0.3	-5	-22	10*	-2
Cc1ccc(-c2c(C(=O)N3CCOCC3)oc(=O)c3ccccc23)cc1	-22	8	-4	-0.3	0	-6	1	0
O=C(Nc1cnccn1)C1c2ccccc2Oc2ccccc21	11	13	2	-1.9	-6	-1	0	-9
Cc1cc(C)c(OCCOCCN2CCNCC2)c(C)c1	-1	23	-9	16	-6	-9	-1	4
COc1ccc(/C=N/NC(=O)CSc2ccccc2)cc1OC	-7	16	4	-0.7	2	3	-1	-5
C[C@H]1COC(=O)CC/C=C\C[C@H](CC(=O)N(CCO)Cc2ccccc2)C(=O)N1	-1	12	-1	-0.7	-4	-9	-1	-2
CCNC(=S)NNC(=O)c1csc(CC)c1	-13	10	-1	-0.7	1	4	0	-7
COc1ccccc1/C=N/NC(=O)c1nnn(-c2nonc2N)c1CN(C)c1ccccc1	39	9	-42	0.9	-3	5	4	7
COc1ccc(CCNc2cc(C)nc3c(-c4ccccc4)c(C)nn23)cc1OC	34	-406	-9	1.8	-1	-1	0	-7
Cc1c(NC(=S)NC(NC(=O)C(C)C)C(Cl)(Cl)Cl)c(=O)n(-c2ccccc2)n1C (stereo not drawn)	36	3	-12	-0.8	-18	-10	-7	-8
N#Cc1ccccc1NC(=O)CSC1=Nc2ccccc2C2CC=NN12 (stereo not drawn)	9	-3	-1	0.5	7	0	0	0
COc1cc(CN2CCNC(=O)C2CC(=O)N(C)Cc2cccnc2)cc(OC)c1 (stereo not drawn)	0	0	1	-0.6	7	-2	-1	-9
COc1ccc(C(=O)N2CCN(S(=O)(=O)c3ccc(Cl)cc3)CC2)cc1S(=O)(=O)N1CCOCC1	8	4	-7	-0.9	·	·	1	-3
CN(CCN1CCOCC1)Cc1nc(-c2ccc3c(c2)OCO3)no1	3	13	-7	3.3	1	-14	2	-5
O=C(Oc1c(Br)cc(Br)c2cccnc12)N1CCCCC1	0	1	4	-0.8	5	-2	3	-8
COc1cc(/C=N/NS(=O)(=O)c2ccc(C)cc2)ccc1OCc1ccc(C(=O)O)cc1	-8	4	-1	1.9	9	13	-19	-3
O=C(Nc1ccccc1)N1CCSc2ccccc21	-3	13	-3	1.0	-2	-4	-2	-8
CC(=O)Nc1ccc(N(C)C)cc1[N+](=O)[O-]	-19	16	-3	-0.7	-5	-7	-2	1
COc1ccc(CNC(=O)c2cc(C3CC3)on2)cc1	-11	20	11	-0.1	2	-14	-1	-3
CC(C)Oc1ccc(C(=O)Nc2cc(S(=O)(=O)N3CCOCC3)ccc2N2CCOCC2)cc1	6	2	-10	-0.9	-3	-2	2	-2
COc1ccc(CNC(=O)C2(c3ccc(Cl)cc3)CC2)cc1	-10	-2	-6	1.5	16	-11	-2	-5
CN1C(=O)c2ccc(C(=O)NCc3ccc4c(c3)OCO4)cc2C1=O	-12	21	-8	-0.4	-27	-27	-1	-6
CC(C)C[C@H](NC(=O)[C@@H]1O[C@H]1C(=O)O)C(=O)NCCCCN=C(N)N	-8	6	-1	0.1	5	15	-2	2
CC1CCCCC1NC(=O)Cc1ccc(S(=O)(=O)N2CCOCC2)s1 (stereo not drawn)	16	8	6	-0.7	2	-13	4	-3
C=CCn1c(SCC(=O)N(C)C)nc2sc3c(c2c1=O)CCC3	-6	0	6	0.3	4	0	0	-4
O=C(O)CCc1nc2cc(Cl)ccc2n(Cc2ccccc2)c1=O	-11	-81	-6	-0.4	4	-10	1	-6
Cc1ccc(/C=C/C(=O)N2CCCC(C)C2)cc1 (stereo not drawn)	28	8	6	1.0	38	48	-2	-7
COc1ccc(Br)cc1CN1CCN(c2ncccn2)CC1	3	4	-3	0.4	11	-13	1	-1
CCOc1ccc(Br)cc1S(=O)(=O)Nc1cccc(S(=O)(=O)N2CCOCC2)c1	0	12	-1	0.3	·	·	-3	-1
Cn1c(NCc2ccco2)nc2c1c(=O)n(Cc1ccc(Cl)c(Cl)c1)c(=O)n2C	29	20	-6	9.3	1	-13	1	0
Cc1ccc2oc(C(=O)N(Cc3ccc(N(C)C)cc3)CC3CCCO3)c(C)c2c1 (stereo not drawn)	18	21	2	2.5	4	-19	-1	9
C=CCNC(=O)CC1Nc2c3ccccc3nc(=S)n2C1=O (stereo not drawn)	5	0	-3	-0.1	6	-2	2	-9
O=C(NC1CCCC1)C(c1ccccc1)N(C(=O)c1ccco1)C1CCCC1 (stereo not drawn)	-9	10	-4	0.8	8	-1	0	-3
COc1ccc(CCNC(=O)c2cccc(Br)c2)cc1OC	0	10	1	1.1	12	7	1	-6
CCOc1ccccc1NC(=O)CCNS(=O)(=O)c1cccc2nsnc12	11	14	1	-0.6	8	-13	1	-4
O=C(CN1CCN(C(=O)c2ccc(OCc3cn4ccccc4n3)cc2)CC1)Nc1cccc(F)c1	6	-4	-6	0.7	9	0	-1	-8
NCCNc1ccc([N+](=O)[O-])c(NC2CC2)c1	6	35	-7	0.5	2	7	-3	-6
Cc1cc(C)c2c(n1)SCC(=O)N2CC(=O)Nc1ccc(C)c(C)c1	-10	8	2	-2.2	-1	-9	0	2
COC(=O)c1ccc(C(=O)OC)c(=O)[nH]1	-5	-280	-9	-0.6	-6	-4	-7	-8
COC(=O)CNC(c1ccccc1)c1cc(Cl)ccc1NC(=O)c1cccc(Cl)c1 (stereo not drawn)	8	6	-12	1.7	2	1	7	4
O=C(c1cc(-c2ccccn2)nc2c(Cl)cccc12)N1CCN(S(=O)(=O)c2ccccc2)CC1	-1	3	-6	0.2	6	-8	-4	12
O=C(CN(Cc1ccc(F)cc1)C(=O)CNS(=O)(=O)c1ccc(F)cc1)NCC1CCCO1 (stereo not drawn)	12	10	1	-0.2	-3	8	1	-6
O=C(CC1C(=O)NCCN1C/C=C/c1ccccc1)NCCc1cnccn1 (stereo not drawn)	0	-27	1	0.4	1	-14	0	-5
CN(C)c1ccc(-c2cc3ccccc3c(=O)o2)cc1	11	-498	5	0.8	66*	77*	-15	-1
Cc1cc(C)c(C)c(S(=O)(=O)Nc2ccccc2C(=O)O)c1C	4	-28	-8	0.1	-2	-10	-6	4
CN(C)S(=O)(=O)c1ccc(-c2ccccc2)cc1	3	33	-2	15	2	1	2	1
Cc1ccc(C(=O)OCC(=O)N2CCC(c3ccccc3)=N2)cc1	-6	2	-7	-1.0	-4	-22	0	2
O=C(CN1C(=O)c2ccccc2C1=O)OCc1nc2ccsc2c(=O)[nH]1	14	12	-9	-1.1	3	3	1	-7

Reformatted with values under each structure: entries from further up
Each structure is followed by: PfGluPho inh | SENP8 inh | ATG4B inhibitor | MPTP block | SENP7 block | SENP6 inh | NR3A LBD binder | HKDC1 inhibitor
Cc1cc(C)c(OCCOCCN2CCNCC2)c(C)c1
 : -1 | 23 | -9 | 16 | -6 | -9 | -1 | 4
NCCNc1ccc([N+](=O)[O-])c(NC2CC2)c1
 : 6 | 35 | -7 | 0.5 | 2 | 7 | -3 | -6
CN(CCN1CCOCC1)Cc1nc(-c2ccc3c(c2)OCO3)no1
 : 3 | 13 | -7 | 3.3 | 1 | -14 | 2 | -5
Cc1ccc(C(=O)OCC(=O)N2CCC(c3ccccc3)=N2)cc1
 : -6 | 2 | -7 | -1.0 | -4 | -22 | 0 | 2

Next part:
SMILES	PfGluPho inh	SENP8 inh	ATG4B inhibitor	MPTP block	SENP7 block	SENP6 inh	NR3A LBD binder	HKDC1 inhibitor
CC1(c2ccccc2Cl)NC(=O)N(CC(=O)N2CCc3ccccc3C2)C1=O (stereo not drawn)	3	6	-6	-1.3	5	-8	4	3
COC(=O)C(C)Nc1cccc(Br)c1 (stereo not drawn)	-1	27	-3	2.8	4	15	0	-9
CSc1ccccc1C(=O)NCc1ccc(C)cc1	-18	15	2	0.1	7	0	1	-4
Cn1c(=O)c2c(nc(NCCOc3ccc(C(C)(C)C)cc3)n2C)n(C)c1=O	19	29	2	101*	0	3	-1	-9
CC(C)(C)S(=O)(=O)c1cnc2c(-c3ccsc3)cnn2c1N	10	-4	-10	-0.4	-9	-7	0	-4
Cc1cc(C)c2c(NC(N)=S)n[nH]c2n1	17	11	-5	-1.9	3	3	1	3
O=C(c1ccc(Cl)nc1)N1CCN(S(=O)(=O)c2ccc3c(c2)OCCO3)CC1	10	-13	-12	-1.4	3	-3	1	-5

High-throughput results: PubChem, Sanford-Burnham Center for Chemical Genomics
